tuberculosis growth – growth inhibition of non-replicating M. tuberculosis (AID 488890); Mycobacterium tuberculosis non-replicating, growth inhibition; higher % means a stronger effect; one-dose inhibition, % at 25 µM; IC50 in µM for titrated hits; 320,000 tested, 0.39% active; in the data active means a potency from the dose series; inconclusive means inhibition mostly from about 82% at the one dose, without a potency; inactive means the rest, 99 in 100 with inhibition below about 76%;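 further: plate controls were DMSO cells for no effect and high antibiotic wells for full effect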
H1N1 NS1A inhibition – H1N1 influenza NS1A inhibitors, functional cell based assay (AID 504329). NS1A functional cell-based assay, percent inhibition; higher % means a stronger effect. inhibition, % at 12.5 µM, or IC50 in µM where a hit was titrated. 340,000 tested, 0.3% active; in the data active means a potency from the dose series; inconclusive means inhibition above about 27% without an active follow-up result; further: strong numbers were not always called active
VEEV TC-83 Vero – inhibitors of VEEV TC-83 cytopathic effect, confirmation, Vero cells (AID 588727). Vero cells, VEEV TC-83 cytopathic effect inhibition; higher % means a stronger effect. inhibition, % at 20 µM; hits with a dose series show IC50 in µM. 350,000 tested, 0.13% active; in the data active means a potency from the dose series; inconclusive means inhibition mostly from about 14% at the one dose, without a potency; inactive means the rest, 99 in 100 with inhibition below about 12%; further: strong numbers were not always called active
H37Rv inhibition – M. tuberculosis growth inhibition, HTS (AID 449762); M. tuberculosis H37Rv growth inhibition, 7H9 media; higher % means a stronger effect; 330,000 tested, 0.59% active; one-dose inhibition, % at 25 µM; IC50 in µM for titrated hits; in the data active means a potency from the dose series; inconclusive means inhibition above about 70% without an active follow-up result;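 further: bacterial growth assessed after seven days of incubation; strong numbers were not always called active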
Salmonella PhoP GFP – PhoP regulon inhibitors, Salmonella typhi PhoP promoter GFP reporter, confirmatory (AID 1850); Salmonella Typhi PhoP-promoter GFP reporter, fluorescence, 4 h; higher % means a stronger effect; inhibition, % at 50 µM; hits with a dose series show IC50 in µM; 310,000 tested, 0.33% active; in the data active means a potency from the dose series; inconclusive means inhibition mostly from about 25% at the one dose, without a potency; inactive means the rest, 99 in 100 with inhibition below about 19%;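 further: 0% = induced wells with vehicle and 100% = uninduced wells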
VEEV TC-83 Vero 10K pilot screen – second read-out of VEEV TC-83 Vero, no call of its own (marks repeat the call); inhibition, %; measured here: 10K pilot screen inhibition
An asterisk follows results filed as active; i = inactive; ? = inconclusive; · = no result given. No enrichment for hits; 1.6% or so of the library scored in one or more.

SMILES | tuberculosis growth | H1N1 NS1A inhibition | VEEV TC-83 Vero | H37Rv inhibition | Salmonella PhoP GFP | others
COc1cccc(CC(=O)NC2CCCN(Cc3ccc(Cl)cc3)C2)c1 (stereo unspecified) | 51.4% | -7.5% | 1.2% | -8.8% | -5.5%
COc1ccc2c(Cl)c(C(=O)NCCCn3ccnc3)sc2c1Cl | ? | -15.7% | 0.7% | 6.8% | 8.3%
CC12CCC(C(=O)Nc3ncc([N+](=O)[O-])s3)(OC1=O)C2(C)C (stereo unspecified) | 25.3% | 8.2% | i | -3.8% | -7.8%
CC1=NN(c2ccccc2)C(=O)C1N=Nc1ccc(N)cc1 (stereo unspecified) | -3.4% | 10.5µM* | 8.5% | ? | 15.4%
COc1cc([N+](=O)[O-])ccc1NC(=O)Cc1ccc(F)cc1 | 18.6% | 9.1% | 1.8% | -8.7% | -6.2%
CCCc1nnc(NC(=O)CCS(=O)(=O)c2ccccc2)s1 | ? | 1.9% | 2.3% | 1.5% | -6.4%
CCOC(=O)c1c(C)nc2c(c1C)/C(=N/O)CC(C)(C)C2 | 10.6% | -8.3% | i | 5.0% | -3.7%
O=C(NCc1ccccc1)c1ccc(F)c(S(=O)(=O)N2CCOCC2)c1 | 8.4% | -5.8% | 2.9% | 3.4% | -6.7%
Oc1cncc(-c2cccnc2)c1 | -20.3% | -6.6% | 1.1% | -10.7% | ·
COc1ccc(CCN2C(=O)CC(Cc3ccc(C)cc3)C2=O)cc1OC (stereo unspecified) | 13.8% | -4.6% | 2.1% | 15.9% | -0.7%
CCCn1c(=N)n(CC(=O)c2ccc([N+](=O)[O-])cc2)c2ccccc21 | 16.1% | 6.3% | i | 2.8% | 14.1%
C=CCN1C(=O)c2ccc(C(=O)N(C)Cc3ccc(C)o3)cc2C1=O | -7.0% | 0.4% | 0.4% | -3.6% | 4.1%

Next part, starting with the last 2 of the part before.
SMILES | tuberculosis growth | H1N1 NS1A inhibition | VEEV TC-83 Vero | H37Rv inhibition | Salmonella PhoP GFP | others
CCCn1c(=N)n(CC(=O)c2ccc([N+](=O)[O-])cc2)c2ccccc21 | 16.1% | 6.3% | i | 2.8% | 14.1%
C=CCN1C(=O)c2ccc(C(=O)N(C)Cc3ccc(C)o3)cc2C1=O | -7.0% | 0.4% | 0.4% | -3.6% | 4.1%
CN(C)/C=C(/C(=O)c1ccc(Cl)c(Cl)c1)S(C)(=O)=O | -4.8% | -5.9% | 3.0% | -6.2% | 6.8%
COc1ccc(OC)c(N(CC(=O)NC2CC2)S(=O)(=O)c2ccc(C)cc2)c1 | 4.9% | -7.3% | 0.7% | 0.3% | 6.3%
CN(C)S(=O)(=O)c1cccc(NC(=S)N/N=C/c2ccc(O)c(O)c2O)c1 | · | 18.1% | i | · | ·
CC(C)CC(C(=O)Nc1ccccc1)N1C(=O)C2C3C=CC(C3)C2C1=O (stereo unspecified) | 0.7% | -5.9% | i | 3.0% | 6.8%
COc1ccc(CN2C(=O)NC(=O)/C(=C\c3cccc(OC)c3OC)C2=O)cc1 | 3.9% | · | 0.9% | 1.5% | -6.4%
CC(OC(=O)C1=NNC(=O)CC1)C(=O)Nc1ncc(Cl)cc1Cl (stereo unspecified) | 14.3% | 3.4% | i | 2.0% | 10.9%
CCOc1ccc2nc(SCC(=O)NNC(=O)c3ccco3)c(C)cc2c1 | -12.9% | 6.4% | i | 3.0% | -2.0%
CN(C(=O)c1cc2n(n1)C(C(F)(F)F)CC(c1ccco1)N2)c1ccc(OC(F)(F)F)cc1 (stereo unspecified) | 5.0% | -2.9% | 0.3% | -13.1% | -1.0%
CCOC(=O)C1CCCN(C(=O)c2ccc3c(c2)OCCO3)C1 (stereo unspecified) | · | -7.2% | 1.5% | · | ·
CCNC(=S)N/N=C/c1ccc(OCC(=O)Nc2ccc(C)cc2)cc1 | ? | -2.6% | i | 18.4% | 0.4% | VEEV TC-83 Vero 10K pilot screen=5.5
COc1ccc(-n2nc(C(=O)NCC(=O)N3CCN(c4cccc(Cl)c4)CC3)c3ccccc3c2=O)c(OC)c1 | 17.7% | 4.0% | 5.1% | 3.9% | 1.9%
CC(C)(C)NC(=O)NC(=O)COC(=O)c1ccc(OC(F)F)cc1 | 49.2% | 1.4% | 0.3% | 3.9% | 5.4%
Cc1ccc(NC(=O)CSCC(=O)Nc2ccccc2N2CCCCC2)cc1 | 19.0% | -7.9% | 3.8% | 0.1% | 3.9%
Cc1nn(CCCC(=O)Nc2cccnc2Cl)c(C)c1[N+](=O)[O-] | -18.5% | 0.0% | 0.5% | -1.4% | 1.9%
COc1ccccc1CN1C(=O)c2cccc3cccc(c23)C1=O | 14.2% | -7.8% | 1.1% | -5.2% | -11.2%
O=C(CNS(=O)(=O)c1ccc(C(=O)N2CCOCC2)cc1)N1CCOCC1 | · | 1.8% | 4.2% | -10.8% | -14.6% | VEEV TC-83 Vero 10K pilot screen=0.4
C=CCOC(=O)C1=C(C)OC(N)=C(C#N)C1c1ccc(F)cc1 (stereo unspecified) | -7.9% | -1.2% | i | -2.7% | 1.9%
CCn1c(SCC(=O)Nc2ccc(C)cc2)nc(O)cc1=O | 27.8% | -9.5% | 0.1% | -1.0% | 1.1%
COc1ccc(Nc2nc3ccccc3nc2NS(=O)(=O)c2cccs2)c(OC)c1 | 1.7% | 2.4% | 1.0% | -2.8% | -30.7%
CC(C)(C)c1ccc(/C=N/N2CCN(c3ccccn3)CC2)cc1 | 2.0% | · | 0.9% | 51.8% | -7.2%
CCCN1C2CCCC1CC(NC(=S)Nc1cccc(C)c1)C2 (stereo unspecified) | 20.2% | -7.3% | 0.7% | -4.5% | -0.5%
CS(=O)(=O)c1ccccc1C(=O)Nc1ccc2sccc2c1 | 2.7% | -0.8% | 3.9% | 1.6% | -2.7%
CCC(C)NC(=O)Cc1cn(C)c2ccccc12 (stereo unspecified) | -12.6% | -5.3% | 2.0% | -2.7% | -4.8%
COc1ccc(Oc2nc(C)cc(C)c2C#N)cc1 | 22.5% | -9.6% | 0.1% | 4.5% | -1.9%
Cc1oc(-c2ccc(Cl)cc2)nc1CS(=O)CC(=O)NCCN1CCCC1 (stereo unspecified) | 10.4% | 7.0% | 0.2% | 3.1% | 0.0%
NS(=O)(=O)c1ccc(NS(=O)(=O)c2ccc(NC(=O)C3CC3)cc2)cc1 | 0.2% | 6.3% | 1.4% | -4.2% | -12.8%
COc1ccccc1N(C(=O)c1ccncc1)c1nc(-c2ccc([N+](=O)[O-])cc2)cs1 | 36.9% | 17.4% | 8.6% | 13.9% | -7.0%
CCn1nc(C)c(CNC(=O)CC2C(=O)NCCN2Cc2ccc(C)o2)c1C (stereo unspecified) | -21.3% | 3.0% | 0.2% | -5.0% | -4.7%
O=C(COc1ccccc1[N+](=O)[O-])OCC(=O)c1ccc(Br)s1 | 27.7% | -8.6% | 2.1% | -1.9% | ·
Cc1ccc(/C=N/Nc2ncc(Cl)cc2Cl)s1 | ? | -1.2% | i | 0.5% | 0.6%
Cc1nc2ccc(S(=O)(=O)NCC(=O)Nc3ccc(F)cc3)cc2s1 | 3.4% | -5.8% | 1.9% | 2.1% | -7.0%
COc1ccc(CC2(C)OC(c3ccc(Cl)cc3)=NN2C(C)=O)cc1 (stereo unspecified) | -0.4% | 17.4% | 2.7% | 6.9% | -0.8%
COc1ccc(C2=NO[C@@H]3C(=O)N(C4CCCCC4)C(=O)[C@H]23)cc1OC | -6.3% | 4.2% | i | -0.4% | 3.8%
COc1cccc(C=CC(=O)C=CC=Cc2ccccc2)c1 | · | 4.7% | i | · | ·
CCCC1S/C(=N/N=C/c2ccco2)NC1=O (stereo unspecified) | 23.6% | -1.7% | 0.4% | 11.3% | -4.3%
CC1O[C@@H](O[C@H](C)CC[C@@H](C)O[C@H]2OC(C)[C@@H](O)C[C@H]2O)C(O)C[C@H]1O (stereo partly specified) | -18.1% | 0.1% | 0.1% | -7.8% | 5.7%
Cc1ccccc1OCC(=O)NNC(=O)Cc1ccc(S(=O)(=O)N2CCOCC2)s1 | -9.0% | -4.0% | 0.7% | -7.8% | 3.7%
CCN1CN(Cc2ccco2)CNC1=S | -2.4% | -7.5% | 0.3% | -3.7% | 2.4%
Cc1ccc(S[C@@H](CCN2CC[C@H](O)CCC2=O)c2ccccc2)cc1 | 4.6% | -3.0% | 1.0% | -2.2% | -1.2%
O=C(O)Cc1sc(Nc2ccccc2)nc1-c1cccs1 | ? | 10.0% | 0.7% | 1.8% | 0.3%
CCN1/C(=C/C(=O)c2ccco2)Sc2ccccc21 | ? | 11.9% | 10.5% | ? | 3.4%
NC(=O)CSc1ccc(-c2ccc(F)cc2)nn1 | 69.0% | -14.2% | 1.7% | 1.4% | 2.8%
COc1cccc(C(=O)COC(=O)CCC(=O)NC2CCCCC2)c1 | -6.7% | -1.4% | 0.3% | -1.9% | -6.0%
CCS(=O)(=O)N1Cc2ccccc2CC1C(=O)N1CCN(c2cccc(C)c2C)CC1 (stereo unspecified) | 35.7% | -7.0% | 0.8% | -4.6% | -6.2%
COCCNc1nc(-c2ccccc2)nc2c1oc1ccccc12 | 30.5% | -1.0% | 6.3% | ? | 0.7%
Cc1ccc2cn[nH]c2c1[N+](=O)[O-] | 0.5% | -12.9% | 0.3% | 2.2% | -17.4%
Cn1c(CSc2nnc(SCc3ccccc3)s2)nc2ccccc21 | ? | -0.8% | 1.8% | 7.4% | -4.7%
COc1cccc(NC(=O)c2nnn(Cc3ccc(Br)cc3F)c2N)c1 | 19.1% | -3.8% | 0.7% | -1.1% | -2.8%
O=C1c2ccccc2C(=O)N1CCCC(=O)N1CCCc2ccccc21 | -3.8% | 0.9% | 6.7% | -3.6% | -1.3%
CC(CNC(=O)CCS(=O)(=O)c1cc2c(cc1Cl)NC(=O)CO2)c1ccccc1 (stereo unspecified) | -26.9% | 1.1% | 1.3% | -5.2% | -1.4%
CC(OC(=O)CC1Sc2ccccc2NC1=O)C(=O)N(C)Cc1ccccc1 (stereo unspecified) | · | 11.1% | 12.0% | · | ·
Clc1nc2c(ccc3ccccc32)[nH]1 | 18.3% | · | 2.7% | -1.7% | -1.1%
O=C(NCc1ccccc1F)C(c1ccccc1)c1ccccc1 | -4.8% | 0.1% | 1.6% | -0.3% | 2.2%
Cc1ccccc1CSCC(=O)NNC(=S)NCC1CCCO1 (stereo unspecified) | -11.9% | -3.9% | 4.8% | 3.4% | -2.9%
COC(=O)CN1C(=O)C2(C(C#N)=C(N)Oc3cc(C)oc(=O)c32)c2ccccc21 (stereo unspecified) | -16.0% | 6.7% | 0.7% | -12.2% | 3.9%
CN(C)/C=C/C(=O)c1cnc(-c2ccc(Cl)cc2)s1 | 51.2% | · | 1.6% | 8.0% | 2.8%
N#CCc1ccc(NC(=O)Cn2c(=O)oc3ccccc32)cc1 | -4.3% | -0.9% | 0.0% | -3.8% | -6.5%

Among those listed so far, these have two or more sulfur atoms.
SMILES | tuberculosis growth | H1N1 NS1A inhibition | VEEV TC-83 Vero | H37Rv inhibition | Salmonella PhoP GFP | others
CCCc1nnc(NC(=O)CCS(=O)(=O)c2ccccc2)s1 | ? | 1.9% | 2.3% | 1.5% | -6.4%
CN(C)S(=O)(=O)c1cccc(NC(=S)N/N=C/c2ccc(O)c(O)c2O)c1 | · | 18.1% | i | · | ·
COc1ccc(Nc2nc3ccccc3nc2NS(=O)(=O)c2cccs2)c(OC)c1 | 1.7% | 2.4% | 1.0% | -2.8% | -30.7%
CS(=O)(=O)c1ccccc1C(=O)Nc1ccc2sccc2c1 | 2.7% | -0.8% | 3.9% | 1.6% | -2.7%
NS(=O)(=O)c1ccc(NS(=O)(=O)c2ccc(NC(=O)C3CC3)cc2)cc1 | 0.2% | 6.3% | 1.4% | -4.2% | -12.8%
Cc1nc2ccc(S(=O)(=O)NCC(=O)Nc3ccc(F)cc3)cc2s1 | 3.4% | -5.8% | 1.9% | 2.1% | -7.0%
Cc1ccccc1OCC(=O)NNC(=O)Cc1ccc(S(=O)(=O)N2CCOCC2)s1 | -9.0% | -4.0% | 0.7% | -7.8% | 3.7%
O=C(O)Cc1sc(Nc2ccccc2)nc1-c1cccs1 | ? | 10.0% | 0.7% | 1.8% | 0.3%
Cn1c(CSc2nnc(SCc3ccccc3)s2)nc2ccccc21 | ? | -0.8% | 1.8% | 7.4% | -4.7%
Cc1ccccc1CSCC(=O)NNC(=S)NCC1CCCO1 (stereo unspecified) | -11.9% | -3.9% | 4.8% | 3.4% | -2.9%

Compound activity deposited in PubChem by Southern Research Specialized Biocontainment Screening Center.
